S3 lipid droplet: qHTS Assay for Lipid Storage Modulators in Drosophila S3 Cells; Drosophila S3 cells, BODIPY lipid droplet fluorescence, 18-24 h; cells fed with added oleic acid; Potency in µM for hits, for the others lipid storage change, negative = inhibition, % at the top dose, mostly 46.1 µM; 0.64% of 320,000 active; AID 2685, 2010; active = well fitted inhibition curve with a large enough effect in the signal ratio, with a control signal flat, not every such curve was filed as active; inconclusive = small, poorly fitted or top-dose-only effect, or effect the other way, or a change in a side signal; the % refers to the signal ratio
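Laser-scanning cytometry quantifies lipid droplet accumulation (500–530 nm total intensity; droplet/cell object ratio) in oleic acid-fed (400 uM added) Drosophila S3 cells treated with a concentration series. 20 uM Triacsin C defined 100% inhibition.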
S3 lipid droplet cell count max: second read-out of S3 lipid droplet, no call of its own (marks repeat the call); cell number change, %; measured here: cell count max response;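 cells counted by Cell Tracker Red CMTPX staining in the red channel; peak over a dose series mostly up to 46.1 µM; percent activity relative to internal control wells on each plate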
An asterisk follows results filed as active; i = inactive; u = inconclusive; x = not tested or not shown. % is scaled to controls: 0 for no effect and ±100 for the full control effect; potency is read from the fitted curve at half-maximal effect. Only part of the results is shown; the hit share may differ from the screen's.

A first look, 21 compounds:
SMILES	S3 lipid droplet	S3 lipid droplet cell count max
CN1C(=O)[C@H]2[C@@H](C3CC3)N3C(=O)CN(Cc4ccccn4)C(=O)[C@@]3(Cc3ccccc3)[C@H]2C1=O	2%	7
Oc1ccc2ccccc2c1C=NCc1cn2ccsc2n1	u	x
O=C(c1ccc(F)cc1)N1CCN(c2ccccn2)CC1	u	x
O=C(COc1ccccc1)Nc1nonc1NC(=O)COc1ccccc1	0%	12
O=C(c1ccc(N2CCC3(CC2)OCCO3)c([N+](=O)[O-])c1)N1CCOCC1	u	x
CC1(C)CC(=O)c2cnc(N3CCc4ccccc4C3)nc2C1	21%	-1
Cc1ccc(C)c(NC(=O)CS(=O)(=O)c2cn(C)c3ccccc23)c1	3%	-7
CC(/C=N/NC(=O)c1nnn(-c2nonc2N)c1C(C)C)=C\c1ccccc1	u	x
O=C(NCCCN1CCOCC1)c1ccc2c(=O)n(Cc3ccccc3)c(=S)[nH]c2c1	u	x
N/C(=N\S(=O)(=O)c1cccs1)c1ccccc1Cl	45%	-25
COc1ccc(C(CCN(Cc2ccc(OC)c(OC)c2)C(=O)CCl)c2ccccc2)cc1 (stereo not given)	u	x
CC(/C=C/c1cccs1)=C\C(=O)O	-5%	-1
CC[N+](C)(CC)CCC(c1ccccc1)C1CCCCC1 (stereo not given)	u	x
COC(=O)C(NNc1ccccc1)(NC(=O)c1ccc(F)cc1)C(F)(F)F (stereo not given)	u	x
COc1ccc(S(=O)(=O)N(CCCN2CCOCC2)Cc2ccc(OC)c(OC)c2)cc1	u	x
CCCNC(=O)C(Cc1ccc(F)cc1)NC(=O)c1ccccc1 (stereo not given)	u	x
O=c1c2ccccc2nnn1Cc1ccccc1	0%	1
O=C(Cn1cncn1)N/N=C/c1cccnc1	-18%	5
CC(=O)c1sc(NC(=O)c2cc(=O)c3ccccc3o2)nc1C	-6%	-11
Nc1ccc2c(c1)C(=O)N(c1cccc3ccccc13)C2=O	-28%	2
O=C(C1=C(O)C(=O)N(Cc2ccco2)C1c1ccccc1)c1cccs1 (stereo not given)	5%	-5

All compounds of this part, from the start:
SMILES	S3 lipid droplet	S3 lipid droplet cell count max
CN1C(=O)[C@H]2[C@@H](C3CC3)N3C(=O)CN(Cc4ccccn4)C(=O)[C@@]3(Cc3ccccc3)[C@H]2C1=O	2%	7
Oc1ccc2ccccc2c1C=NCc1cn2ccsc2n1	u	x
O=C(c1ccc(F)cc1)N1CCN(c2ccccn2)CC1	u	x
O=C(COc1ccccc1)Nc1nonc1NC(=O)COc1ccccc1	0%	12
O=C(c1ccc(N2CCC3(CC2)OCCO3)c([N+](=O)[O-])c1)N1CCOCC1	u	x
CC1(C)CC(=O)c2cnc(N3CCc4ccccc4C3)nc2C1	21%	-1
Cc1ccc(C)c(NC(=O)CS(=O)(=O)c2cn(C)c3ccccc23)c1	3%	-7
CC(/C=N/NC(=O)c1nnn(-c2nonc2N)c1C(C)C)=C\c1ccccc1	u	x
O=C(NCCCN1CCOCC1)c1ccc2c(=O)n(Cc3ccccc3)c(=S)[nH]c2c1	u	x
N/C(=N\S(=O)(=O)c1cccs1)c1ccccc1Cl	45%	-25
COc1ccc(C(CCN(Cc2ccc(OC)c(OC)c2)C(=O)CCl)c2ccccc2)cc1 (stereo not given)	u	x
CC(/C=C/c1cccs1)=C\C(=O)O	-5%	-1
CC[N+](C)(CC)CCC(c1ccccc1)C1CCCCC1 (stereo not given)	u	x
COC(=O)C(NNc1ccccc1)(NC(=O)c1ccc(F)cc1)C(F)(F)F (stereo not given)	u	x
COc1ccc(S(=O)(=O)N(CCCN2CCOCC2)Cc2ccc(OC)c(OC)c2)cc1	u	x
CCCNC(=O)C(Cc1ccc(F)cc1)NC(=O)c1ccccc1 (stereo not given)	u	x
O=c1c2ccccc2nnn1Cc1ccccc1	0%	1
O=C(Cn1cncn1)N/N=C/c1cccnc1	-18%	5
CC(=O)c1sc(NC(=O)c2cc(=O)c3ccccc3o2)nc1C	-6%	-11
Nc1ccc2c(c1)C(=O)N(c1cccc3ccccc13)C2=O	-28%	2
O=C(C1=C(O)C(=O)N(Cc2ccco2)C1c1ccccc1)c1cccs1 (stereo not given)	5%	-5
CC(C)(C)c1ccc(/C=N/NC(=S)NC2CCCCC2)cc1	u	x
Cc1cccc(C(C)(C)C)c1OCCCCN1CCCC1	u	x
COc1cc(OC)c(N(C)S(=O)(=O)c2cccc(C(=O)Nc3nnc(C4CC4)s3)c2)cc1Cl	u	x
CCOc1ccccc1NC(=O)C1CCC(=O)N1S(=O)(=O)c1ccc(C)cc1 (stereo not given)	i	-4
The results go on:
SMILES	S3 lipid droplet	S3 lipid droplet cell count max
Cc1ccc(NC(=O)C2CCN(S(=O)(=O)c3c(C)noc3C)CC2)cc1C	u	x
Cc1cc2n(n1)C(c1ccccc1)Nc1ccccc1-2 (stereo not given)	u	x
CCCc1cc(=O)[nH]c(SCC(=O)N2CCN(c3ccc(F)cc3)CC2)n1	i	-5
CCOC(=O)c1cc(C#N)c(N2CCCNCC2)nc1C(F)(F)F	8%	3
O=C(Cc1cccs1)N/N=C/C=C\c1ccco1	-2%	-15
COc1cc(OC)cc(C(=O)N[C@H](C(=O)OCC(=O)Nc2ccc(F)c(F)c2F)C(C)C)c1	14%	x
Cc1ccc(NS(=O)(=O)c2ccc3c(c2)CC(=O)N3)cc1C	-5%	x
O=C(NCCCn1ccnc1)C(=O)NCC1OCCN1S(=O)(=O)c1ccc2c(c1)OCCO2 (stereo not given)	0%	5
COc1ccc(NC(=O)c2oc3ccc(S(=O)(=O)N4CCC5(CC4)OCCO5)cc3c2C)cc1	i	x
Cc1cccc(NC(=O)CNC(=O)c2sc3ccccc3c2Cl)n1	u	x
C=CCC1(CC=C)CCCN1C(=O)CC1C(=O)NCCN1Cc1cccc(OC)c1 (stereo not given)	10%	0
O=C(N/N=C\c1ccc(CNS(=O)(=O)c2ccc(Cl)cc2)o1)C(=O)Nc1ccc(Oc2ccccc2)cc1	u	x
COc1ccc(CN2CC[C@H]3C=CCc4cccc(c43)C2)cc1	u	x
Cc1ccc(-c2nc3ccccc3nc2-c2ccccc2)cc1	u	x
O=C1CCCN1CCCNC(=S)Nc1ccccc1	15%	-8
CN(CC(=O)NCCC1=CCCCC1)S(=O)(=O)c1ccc2c(c1)CCC(=O)N2	i	x
COc1ccc(N2C(=O)c3ccccc3NC2c2ccc(OC)c(Cn3nnc4ccccc43)c2)cc1 (stereo not given)	13%	11
Cc1ccccc1CSCCC(=O)NCCC1=CCCCC1	6%	0
O=[N+]([O-])c1cccc(C(=S)N2CCN(c3ccccc3F)CC2)c1	u	x
Cc1ccc(NC(=O)/C(=C\c2cccc([N+](=O)[O-])c2)NC(=O)c2cccs2)cc1	u	x
COc1ccc(N2CCN(C(=S)Nc3cccc(C)c3)CC2)cc1	2%	10
Cc1ccc(NC(=O)COC(=O)CN2CSCC2=O)cc1C	u	x
O=C(Nc1cccnc1)c1cc2cc(Br)ccc2o1	u	x
CCOC(=O)[C@H]1[C@H]2COc3ccccc3[C@@H]2N2C(=O)[C@@H](CO)NC(=O)[C@@]12C	u	x
CN(C)CCNC(=O)C(=O)Nc1ccc2c(c1)N(S(=O)(=O)c1cccs1)CCC2	u	x
(next part)
SMILES	S3 lipid droplet	S3 lipid droplet cell count max
CS(=O)(=O)N1CCCC(C(=O)NCCCN2CCc3ccccc3C2)C1 (stereo not given)	i	x
CCCCC(CCC(=O)Nc1ccn(-c2ccccc2)n1)C(=O)O (stereo not given)	-1%	18
Cc1c(C(=O)OCC[N+]2(C)CCCCC2)oc2ccccc12	-9%	11
COc1ccccc1C1CC(=O)Nc2cc3c(cc21)OCCO3 (stereo not given)	i	-22
O=C(O)C(c1ccccc1)C1(O)CCCC1 (stereo not given)	u	x
Cc1cc(N2CCOCC2)n2ncc(-c3ccccc3Cl)c2n1	12%	18
O=C(Cn1cnc2ccccc2c1=O)Nc1ccc(N2CCOCC2)cc1	u	x
Cc1nn(CC(=O)NCCc2ccc(Cl)cc2Cl)c(C)c1[N+](=O)[O-]	u	x
CCOCc1nnc(NC(=O)c2c(OC)cccc2OC)s1	-2%	-4
CCOC(=O)c1c(NCC2CCCO2)c2ccccc2[nH]c1=O (stereo not given)	i	14
COCCNC(=S)NNc1ccc(Cl)c(C(=O)O)c1	u	x
COc1ccc(CCn2c(-c3cc([N+](=O)[O-])cc([N+](=O)[O-])c3)nc3nc4ccccc4nc32)cc1	u	x
Cc1ccc(S(=O)(=O)NC(C)(C)CSc2ncccn2)cc1	u	x
Cc1cc(C)nc(N/N=C/C=C/c2ccccc2)n1	23%	22
CC(Oc1ccc2c(-c3ccccc3)cc(=O)oc2c1)C(=O)NCC1CCC(C(=O)O)CC1 (stereo not given)	u	x
COc1ccccc1NS(=O)(=O)c1cc(NC(=O)c2cnccn2)ccc1N1CCOCC1	7%	17
Cn1c(=O)c2c(ncn2CCCc2ccccc2)n(C)c1=O	u	x
CCOC(=O)c1sc(NC(=O)CCCCl)nc1C	27%	26
Cc1oncc1C(=O)Nc1cccc2ccccc12	u	x
c1ccc(COc2ccc(OCCCN3CCCC3)cc2)cc1	u	x
Cc1ccccc1N1CCN(C2CCCN(C(=O)c3cnsn3)C2)CC1 (stereo not given)	u	x
CCN(CC)c1ccc(NC(=O)COc2ccc(C#N)cc2)cc1S(=O)(=O)Nc1ccc(OC)cc1	-7%	10
Cc1ccc(CN2CCN(CCC(C)C)C(CCO)C2)s1 (stereo not given)	-6%	-9
Cc1cc(S(=O)(=O)N2CCN=C2c2ccccc2)c(C)cc1Cl	u	x
C[C@H](NC(=O)c1nc[nH]c1C(=O)N[C@@H](Cc1ccccc1)C(=O)OCc1ccccc1)c1ccccc1	-6%	x

Retrieved by structure from above (two):
SMILES	S3 lipid droplet	S3 lipid droplet cell count max
Cc1ccc(S(=O)(=O)NC(C)(C)CSc2ncccn2)cc1	u	x
CCOCc1nnc(NC(=O)c2c(OC)cccc2OC)s1	-2%	-4

Later entries
SMILES	S3 lipid droplet	S3 lipid droplet cell count max
O=C(NCc1ccccc1Cl)c1ccc2nnsc2c1	u	x
O=c1[nH]c(CN2CCC(c3nc4ccccc4s3)CC2)nc2sc3c(c12)CCC3	u	x
CS(=O)(=O)Cc1cccc(C(=O)NN(c2ccccc2)c2ccccc2)c1	u	x
Cc1cc(C)cc(NC(=O)C2CCCN2S(=O)(=O)c2cccc3cccnc23)c1 (stereo not given)	i	x
NC(=S)NNC(=O)c1ccccc1Cl	13%	5
CCc1nc2n(n1)C(O)c1cc([N+](=O)[O-])ccc1S2 (stereo not given)	7%	0
COc1cccc(N2C(=O)CC(N3CCC(C(N)=O)(N4CCCCC4)CC3)C2=O)c1 (stereo not given)	5%	7
Cc1nn(C)c(C)c1/C=N/N=C1\CCC2C3CCc4cc(O)ccc4C3CCC12C (stereo not given)	u	x
CCN(CC(=O)N1CCN(c2ccccc2)CC1)S(=O)(=O)c1ccc(C)cc1	17%	7
CC1(C)Cc2c(C#N)c(SCc3nc4ccccc4[nH]3)nc(N3CCOCC3)c2CO1	6%	-18
CNC(=O)c1c(C)noc1C	u	x
C=CCn1c(C(CCC(C)C)CC(C)(C)O)n[nH]c1=S (stereo not given)	u	x
COC(=O)CSc1n[nH]c(=S)s1	-3%	-10
Cc1ccccc1Sc1ncnc2onc(C)c12	u	x
CCCCN(C(=O)c1ccccc1F)c1c(N)n(CCC)c(=O)[nH]c1=O	i	29
c1ccc(Cn2c(CNc3nc4ccccc4n3CCN3CCCCC3)nc3ccccc32)cc1	-6%	-11
COc1ccc(/C=c2\s/c(=C/C(=O)c3ccc(C)cc3)[nH]c2=O)cc1OC	0%	-6
COc1ccc(N2CCN(C(=O)CSc3nc4nc(C)cc(C)n4n3)CC2)cc1	u	x
CN(C1CCCCC1)C(CNS(=O)(=O)c1ccc(Cl)cc1)c1ccccc1 (stereo not given)	u	x
CCOC(=O)C1CCCN(CCC(=O)Nc2ccccc2C)C1 (stereo not given)	u	x
COC(=O)c1ccc(C[n+]2ccccc2)cc1	-14%	12
O=C(OCC(=O)c1c[nH]c2ccccc12)c1ccco1	10%	11
Cc1cccc(Oc2coc3cc(OC(=O)c4cncc(Br)c4)ccc3c2=O)c1	u	x
COCCCNC(=O)CN(c1cc([N+](=O)[O-])ccc1OC)S(C)(=O)=O	11%	11
Cc1ccc(NS(=O)(=O)c2coc(C(N)=O)c2)cc1F	u	x
Continuation.
SMILES	S3 lipid droplet	S3 lipid droplet cell count max
COc1cc(-c2nnc(SCC(=O)O)n2-c2ccccc2)cc(OC)c1OC	u	x
CC1CC(C)CN(CCCCOc2ccc([N+](=O)[O-])cc2)C1 (stereo not given)	u	x
CCN(CC)C(=O)C1=C(C)Nc2nnnn2C1c1cccnc1 (stereo not given)	u	x
O=C(NCCC1=CCCCC1)c1ccc(=O)oc1	u	x
O=C(NC1CC2CCCC(C1)N2Cc1ccccc1)c1cccc(Cl)c1 (stereo not given)	12%	-1
O=C(/C=C/c1ccco1)NC(=S)Nc1cc(C(F)(F)F)ccc1N1CCOCC1	u	x
O=C(NCC(=O)N(CC1CCCO1)C1(C(=O)NC2CCCCC2)CCCCC1)c1ccccc1 (stereo not given)	u	x
CCOC(=O)C(NC(=O)NCc1cccc(C(F)(F)F)c1)(OCC)C(F)(F)F (stereo not given)	4%	-1
Cc1ccccc1C(=O)Nc1ccc(S(=O)(=O)N2CCOCC2)cc1	5%	11
COC(=O)C1CN(S(=O)(=O)c2ccc(C)cc2)CCN1S(=O)(=O)c1ccc(C)cc1 (stereo not given)	u	x
O=C(c1cnn(C(=O)c2cccc(S(=O)(=O)N3CCOCC3)c2)c1)c1ccccc1O	u	x
CC(C)(CNc1ccc([N+](=O)[O-])cc1Cl)N1CCOCC1	u	x
CCCCn1c(CN2CCN(C(=O)OCC)CC2)nc2c1c(=O)[nH]c(=O)n2C	u	x
Cc1cc(C)c(S(=O)(=O)N2CCN(c3ccccn3)CC2)c(C)c1	15%	-8
